# POLI inh: DNA polymerase iota (human) inhibition. 1% of 390,000 active. Potency, µM (titrated, usually from 115 µM), for the others: at the top dose activity, negative = inhibition, most hits filed as inhibitors. Q9UNA4. AID 588590. Pol iota fluorescent replication assay, 10 min
#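 Fluorescent replication assay read twice, at 0 min and 10 min after adding 50 nM (final) substrate. Enzyme (10 nM) and compounds were first incubated 15 min at room temperature; enzyme-free buffer wells were negative controls.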
# POLB inh: blocks human DNA polymerase beta activity | P06746 | Pol beta primer extension/strand displacement, fluorescence kinetic | Potency, µM (doses to about 114 µM), inactives show at the highest dose activity change, negative = inhibition, usual class: inhibitors | 1.3% of 340,000 active; also: % is scaled to controls: 0 for no effect and ±100 for the full control effect
#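 Preincubation: enzyme (10 nM) with compound, 15 min, RT. Reaction: substrate added to 50 nM final. Reads: 0 and 10 min. Analysis: normalized, Hill fit.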
# Pol kappa inh: blocks human DNA polymerase kappa activity | Q9UBT6 | purified Pol kappa, fluorescent DNA synthesis assay, 10 min | Potency, µM (series often up to 107 µM), without a hit: at the highest dose activity, negative = inhibition, most hits filed as inhibitors | 0.53% of 400,000 active; also: % is scaled to controls: 0 for no effect and ±100 for the full control effect
#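 Inhibition of 10 nM Pol kappa is measured by a fluorescent read-out at 0 and 10 min following addition of 50 nM substrate (final), with a 15-min room-temperature compound preincubation.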
# Pol eta inh: blocks human DNA polymerase eta activity | 1.2% of 390,000 active | recombinant Pol eta, fluorescent DNA replication assay | Potency, µM (doses to about 114 µM), for inactives: top-dose activity change, negative = inhibition, most hits filed as inhibitors | AID 588591; also: % is scaled to controls: 0 for no effect and ±100 for the full control effect
#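 Pol eta at 10 nM preincubated with compounds 15 min at room temperature; reaction started with fluorescent substrate (50 nM final) and read kinetically at 0 and 10 min.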
# BAZ2B block: inhibitors of human BAZ2B bromodomain; Q9UIF8; AlphaScreen BAZ2B-H3K14Ac peptide displacement; Potency, µM (doses to about 114 µM), without a hit: top-dose activity change, negative = inhibition, most hits filed as inhibitors; 4.4% of 360,000 active; also: % is scaled to controls: 0 for no effect and ±100 for the full control effect; nearly all actives have a fitted effect of over 60% in size
#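 Multi-concentration screen (max 110 uM) measuring displacement of acetylated histone H3 peptide from BAZ2B by AlphaScreen, using 50 nM protein, 50 nM peptide and 10 ug/mL streptavidin donor plus Ni-chelate acceptor beads.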
# G9a block: G9a (human) methyltransferase inhibition. G9a H3K9 monomethylation, AlphaScreen, 2 h. Potency, µM (doses to about 102 µM), for inactives: at the highest dose activity, negative = inhibition, usual class: inhibitors. 8.8% of 350,000 active. AID 504332; also: % is scaled to controls: 0 for no effect and ±100 for the full control effect; nearly all actives have a fitted effect of over 75% in size
# Target sequence (Q96KQ7 913-1193 limits assumed): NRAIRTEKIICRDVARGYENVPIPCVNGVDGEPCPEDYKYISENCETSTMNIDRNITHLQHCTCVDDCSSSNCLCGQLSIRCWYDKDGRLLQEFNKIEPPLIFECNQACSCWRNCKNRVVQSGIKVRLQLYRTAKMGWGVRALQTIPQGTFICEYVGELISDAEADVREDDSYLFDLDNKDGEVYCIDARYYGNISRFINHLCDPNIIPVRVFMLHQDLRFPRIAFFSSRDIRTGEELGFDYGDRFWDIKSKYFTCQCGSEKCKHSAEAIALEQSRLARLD
#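 Chemiluminescent proximity detection of H3K9 monomethylation, read after 10 min bead incubation in the dark. Reaction: 20 nM G9a, 500 nM biotin-H3K9 peptide, 20 uM SAM cofactor, 2 h, room temperature, following 15 min enzyme-compound preincubation.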
# BLM helicase inh: inhibitors of human Bloom syndrome helicase BLM; P54132; recombinant BLM DNA unwinding, fluorescence dequenching; Potency, µM (top dose mostly 56.1 µM), for inactives: top-dose activity change, negative = inhibition, hits mostly inhibitors; 0.2% of 350,000 active; AID 2528;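 also: plate controls were vehicle for no effect and no enzyme for full effect; nearly all actives have a fitted effect of over 35% in size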
# APEX1 inh: APE1 (human) endonuclease inhibition; recombinant APE1, TAMRA/BHQ-2 abasic DNA cleavage fluorescence; Potency, µM (doses to about 65.8 µM), without a hit: top-dose activity change, negative = inhibition, most hits filed as inhibitors; 0.35% of 350,000 active; AID 2517;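 also: plate controls were vehicle for no effect and reference inhibitor for full effect; nearly all actives have a fitted effect of over 55% in size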
# Target sequence (P27695 whole entry, looked up): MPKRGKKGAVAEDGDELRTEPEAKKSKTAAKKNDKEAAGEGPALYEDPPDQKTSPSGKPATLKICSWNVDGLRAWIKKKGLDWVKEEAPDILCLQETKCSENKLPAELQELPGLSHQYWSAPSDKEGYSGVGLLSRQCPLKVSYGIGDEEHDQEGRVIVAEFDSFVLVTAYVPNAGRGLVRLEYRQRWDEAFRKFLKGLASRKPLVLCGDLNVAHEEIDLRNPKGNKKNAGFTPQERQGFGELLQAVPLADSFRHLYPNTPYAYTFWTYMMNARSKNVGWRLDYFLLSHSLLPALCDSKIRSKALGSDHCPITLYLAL
#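 Substrate: short duplex with […] THF abasic site, 5'-TAMRA and 3'-BHQ-2, 50 nM final. APE1 at 0.75 nM, preincubated 15 min RT with compound. Fluorescence increase from first to third read measured activity.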
# JMJD2A Tudor inh: blocks the human JMJD2A Tudor domain. 4.4% of 390,000 active. AID 504339. AlphaScreen JMJD2A-Tudor / H3K4me3 peptide binding. O75164. Potency, µM (highest dose often 114 µM), inactives show at the highest dose activity change, negative = inhibition, most hits filed as inhibitors; also: % is scaled to controls: 0 for no effect and ±100 for the full control effect; nearly all actives have a fitted effect of over 50% in size
# * marks the source's active call; other numbers are inactive results; ? = inconclusive; . = no result given; [ ] = remark or other dose. Calls follow the shape of the dose curve; as a rule, active = well fitted curve in the direction sought with a large enough effect; inconclusive = small, poorly fitted or top-dose-only effect, or another doubt; inactive = no such curve, though single readings can be large; an effect the other way counts as inactive or inconclusive. Potency is read from the fitted curve at half-maximal effect. An excerpt; count on the stated rates, not on these rows.
# Values in the order: POLB inh, Pol kappa inh, Pol eta inh, G9a block, POLI inh, BAZ2B block, BLM helicase inh, APEX1 inh, JMJD2A Tudor inh
- CC(NC(=O)CN1C(=O)NC2(CCc3ccccc32)C1=O)c1ccc2c(c1)OCCO2 (configuration not stated)
 : ., -14%, -16%, -2%[59 µM], 55%[activator], -6%, ., 3%, -13%
- O=C(Cc1ccccc1)Nc1ccccc1N1CCCC1
 : -8%, 2%, -7%, 56µM*, -7%, -35%, -2%, 1%, -30%
- Cc1ccc(N/N=C2\CS(=O)(=O)N(C)c3ccsc32)cc1
 : -4%, -7%, -15%, 45µM*, 5%, ?, 1%, -2%, -27%
- C=CCc1cc(S(=O)(=O)c2ccc(O)c(CC=C)c2)ccc1O
 : ?, -5%, -21%, 3%, 2%, -1%, -8%, 0%, -17%
- COC(=O)c1sc(S(=O)(=O)Nc2ccc3cn[nH]c3c2)c(C(=O)OC)c1C
 : 2%, -1%, -12%, ?, 9%, -21%, -1%, 3%, -1%
- CCCCNC(=O)c1ccc(NC(=O)CC2SC(N3CCCC3)=NC2=O)cc1 (configuration not stated)
 : ., -7%, 1%, 15%[12.7 µM], 2%, -2%, ., -7%, 3%
- COc1cc(OC)cc(C(=O)NC(=S)NCCc2ccccc2)c1
 : 3%, -8%, -10%, ?, ?, ?, -5%, -6%, -16%
- COc1cc(/C=C2\S/C(=N/S(=O)(=O)c3ccc(C)cc3)NC2=O)c([N+](=O)[O-])cc1OC
 : 7%, -6%, 1%, ?, 39%[activator], -37%, -11%, 8%, 6%
- CC(C)(C)NC(=O)NC(=O)Cn1cc(C(F)(F)F)ccc1=O
 : -14%, -8%, -2%, 22%[59 µM], 6%, 6%, -2%, 12%, -3%
- CCN(CC)C(=O)[C@H]1CC(CC(=O)NCCCn2ccnc2)C(=O)N2CCc3c([nH]c4ccccc34)[C@]12C (some centres not stated)
 : ., 0%, -12%, ., 19%, ., ., 23%, -4%

# The closing two records of the section before open the next one.
# Values in the order: POLB inh, Pol kappa inh, Pol eta inh, G9a block, POLI inh, BAZ2B block, BLM helicase inh, APEX1 inh, JMJD2A Tudor inh
- CC(C)(C)NC(=O)NC(=O)Cn1cc(C(F)(F)F)ccc1=O
 : -14%, -8%, -2%, 22%[59 µM], 6%, 6%, -2%, 12%, -3%
- CCN(CC)C(=O)[C@H]1CC(CC(=O)NCCCn2ccnc2)C(=O)N2CCc3c([nH]c4ccccc34)[C@]12C (some centres not stated)
 : ., 0%, -12%, ., 19%, ., ., 23%, -4%
- C#CCn1ccc(O)c(Cc2c(F)cccc2Cl)c1=O
 : -2%, -6%, -8%, -6%, 18%, -2%, -1%, 3%, 1%
- Cc1ccc(OCC(=O)Nc2ccccc2N2CCCC2)c(C)c1
 : 11%, 4%, -16%, -8%[12.7 µM], 17%, 71µM*, -10%, 5%, -33%
- CCN(CC)Cc1c(O)ccc2c(=O)c(Oc3ccccc3OC)coc12
 : -21%, -7%, -11%, 19%, -4%, -1%, 1%, 0%, -13%
- CN(C)C(=O)c1cn(-c2ccccc2)nc1-c1cc2ccccc2o1
 : 4%, -1%, -18%, 4%[12.7 µM], 16%, -15%, -12%, 0%, -10%
- CCOc1ccc(OCc2ccc(C(=O)N(C)c3ccccc3)o2)cc1
 : ?, 0%, -8%, 5%[59 µM], -8%, -38%, 1%, 4%, -21%
- COCCn1c(SCC(=O)Nc2sccc2C(N)=O)nc2cc(Cl)ccc2c1=O
 : -2%, -9%, 0%, 45µM*, -4%, -35%, -2%, -4%, -15%
- CCc1ccc(NC(=O)c2cc(C(C)=O)n3ccccc23)cc1
 : -13%, -31%, -10%, 1%[59 µM], ?, 0%, -8%, ., -5%
- COc1cccc(C(=O)NCCNC(=O)c2ccco2)c1
 : 28%, -12%, 8%, 31%, -7%, 2%, -6%, -6%, 1%
- O=C(NCCO)c1ccc(-c2nnc(N3CCOCC3)c3ccccc23)cc1
 : 9%, -16%, 6%, -44%, 48%[activator], -3%, -3%, -3%, -8%
- COc1cccc(C2(C)NC(=O)N(CC(=O)c3cc(C)n(C4CC4)c3C)C2=O)c1 (configuration not stated)
 : ., 0%, -19%, 15%[2.33 µM], -11%, ?, ., -19%, -21%
- CN(CCc1ccccc1)C(=O)c1ccc(NC(=O)Cc2cccc(NC(=O)C3CCN(C(=O)C4CCCCC4)CC3)c2)cc1
 : ., 10%, -19%, ., 10%, ., ., ., -12%
- COc1ccccc1-c1coc2c(CN3CCCC(C)C3)c(O)ccc2c1=O (configuration not stated)
 : 2%, -7%, -20%, 12%, -29%, 9%, -2%, 58%[activator], 3%
- COc1ccc2ccc(OC)c(/C=N/n3cnnc3)c2c1
 : -19%, -12%, ?, -1%[0.501 µM], -17%, 8%, 5%, -14%, -26%
- COc1ccc(-c2c[n+]3c(n2-c2ccccc2)CCCCC3)cc1
 : 19%, 4%[60.1 µM], -23%, -1%, 29%, -2%, -6%, 3%, -26%
- CCOC(=O)C1=C(CN2CCN(c3cccc(Cl)c3)CC2)NC(=O)NC1c1ccc(Cl)cc1 (configuration not stated)
 : 27%, -1%, -13%, -37%[59 µM], 0%, ., -4%, ., ?
- Cc1ccc(Cl)cc1Nc1nn2c(=O)c3ccc(C(=O)NCc4ccc(F)cc4)cc3nc2s1
 : ?, 0%, -14%, -6%[59 µM], 0%, -9%, -9%, ., 2%
- Cc1ccccc1-n1c(=O)cc(N2CC(C)OC(C)C2)[nH]c1=O (configuration not stated)
 : 21%, -11%, -7%, ., 2%[58.9 µM], 1%, -6%, 9%, -2%
- Cc1ccccc1C(=O)Nc1ccc2nc3n(c(=O)c2c1)CCCC3
 : 3%, -4%, 10%, -13%, 58%[activator], 2%, -2%, 26%, 5%
- Cc1ccc(C2=NCCNC2=O)c(C)c1
 : 30%, -14%, -7%, -4%[59 µM], 4%[58.9 µM], 5%, -2%, 1%, -6%
- CCC(Sc1nc2ccccc2c(=O)n1CC1CCCO1)C(=O)NCc1cccnc1 (configuration not stated)
 : 17%, -7%, -15%, -1%, -2%, -4%, -1%, 2%, 2%
- O=C(c1cnccn1)N1CCC2(CCCN(C(c3ccccc3)c3ccccc3)C2)CC1
 : ., 2%[60.1 µM], ., 4%[12.7 µM], ., ., -11%, -5%, .
- C=CCN1C(=O)c2oc3ccccc3c(=O)c2C1c1ccc(O)c(OC)c1 (configuration not stated)
 : ?, -5%, -15%, -96%, ?, -18%, -5%, -8%, -29%
- COc1ccccc1C(=O)NCC(=O)NCCCN1CCOCC1
 : ., -8%, -23%, 18%[12.7 µM], 22%, 5%, ., 7%, -18%
- CCCNc1c(NS(=O)(=O)c2ccc(C3CCCCC3)cc2)c(=O)oc2ccccc12
 : 49%, 0%, -8%, 3%[0.501 µM], ?, -6%, -5%, 3%, -14%
- Cc1ccc(Cn2ccnc2SCC(=O)Nc2nc3ccccc3s2)cc1
 : -1%, -10%[60.1 µM], -13%, ?, 6%, ?, -8%, ., ?
- CNCc1cn2cc(Cl)ccc2n1
 : 1%, -10%, -11%, -11%, 121%[activator], 6%, -13%, 3%, -32%
- COCCN1CCN(C(=O)c2cc(COc3ccc(Cl)cc3OC)on2)CC1
 : 2%, -10%, -16%, -3%, 17%, -16%, -1%, 42%, 1%
- O=c1cccc2c1c1cc[nH]c3ccc(=O)n2c31
 : ., 2%, 1%, 3%[12.7 µM], 36%[activator], -7%, ., 2%, -5%
- O=C(c1ccco1)N1CCC2(CCCN(C(c3ccccc3)c3ccccc3)C2)CC1
 : ., -12%[60.1 µM], ., -7%[12.7 µM], ., ., -7%, -1%, .
- CCOC(=O)C(=O)Cc1nc2ccccc2s1
 : 0%, -5%, 0%, 50µM*, 18%, ?, 2%, -2%, -29%
- C=CCc1cc(C)ccc1OCCOCCN1CCN(C)CC1
 : -12%, -15%, -15%, 14µM*, -9%, 50µM*, -2%, 4%, 7.9µM*
- O=C(Nc1c2c(nn1-c1ccc(Cl)cc1)CS(=O)(=O)C2)C1CC1
 : 0%, -10%, -11%, 37%[activator], -5%, 0%, -1%, 17%, -4%
- N#CCc1ccc(NC(=O)/C=C/c2ccc([N+](=O)[O-])o2)cc1
 : ?, ?, 20µM*, 71µM*, 45µM*, ?, 3%, ?, ?
- CCOn1c(=O)c(-c2cc(OC)ccc2OC)[n+]([O-])c2ccccc21
 : ?, 5%, -14%, 10%, 73%[activator], 5%, -2%, -5%, -7%
- CCOC(=O)N1CCC(NC(=O)CCc2cn(C)c3ccccc23)CC1
 : 18%, -12%, 4%, ?, -12%[58.9 µM], -8%, -2%, -6%, -13%
- CC1(C)C(=O)C2(CCCC2)C(=O)OC1c1ccco1 (configuration not stated)
 : -1%, -8%, -10%, -37%[12.7 µM], -10%, 1%, -7%, -1%, -1%
- CCCn1cnc2c(c1=O)c1nc3ccccc3nc1n2Cc1ccccc1OC
 : 21%, ., ., 12%[59 µM], ., -7%, -12%, 6%, .
- CC(C)NC(=S)NCc1cccnc1
 : 15%, -8%, -12%, 45%[activator][59 µM], 21%, 6%, 4%, -6%, -9%
- CCCCNC(=O)CSc1nnc(Cc2ccccc2)n1CC
 : 5%, -1%, 10%, 12%[59 µM], -2%, 2%, 4%, 0%, -17%
- O=C(CN1CCN(c2ccc(O)cc2)CC1)N1CCc2ccccc21
 : -19%, 0%, -19%, 10µM*, ?, -37%, -1%, 9%, 79µM*
- CCC(C)NC(=O)Cn1c(=O)cc(-c2ccccc2)c2c(C)nn(C)c21 (configuration not stated)
 : 7%, 23%, -16%, -2%[59 µM], 5%, 0%, 1%, ., -10%
- CN(C(=O)COC(=O)c1ccc[nH]c1=O)C1CCCCC1
 : 0%, -8%, -7%, -41%, 16%, ., -1%, -3%, -6%
- COc1cc2c(C(=O)N(C)c3ccc(F)cc3)cn(C)c(=O)c2cc1OC
 : ?, -12%, -8%, -6%, 75%[activator], 7%, -1%, 12%, -8%
- COc1cccc(C2CC(c3ccccc3OC)n3ncnc3N2)c1 (configuration not stated)
 : ?, -5%, 2%, ?, 11%, -8%, 4%, -4%, -20%
- CCOC(=O)c1cc2c(ccn2C)n1CC(=O)N1CCN(c2ccccc2OC)CC1
 : 10%, ., ., ?, ., ?, -1%, 1%, .
- COc1ccccc1OCCn1c(NC(=O)c2ccccc2Cl)nc2ccccc21
 : 15%, -25%, -12%, 17%[59 µM], -12%, -26%, -10%, ., -17%
- Cc1ccc(C(=O)NC(=S)Nc2cccc(NC(=O)c3ccccc3Cl)c2)cc1[N+](=O)[O-]
 : 1%, -12%, -12%, 0%[59 µM], 12%, -3%, -6%, -3%, -32%
